High-throughput results (PubChem BioAssay)
Exocytosis inh: LAMP-1 surface exposure blockers, TALL-104 cells – cell-based, flow cytometry, MLPCN library, primary screen; TALL-104 LAMP-1 surface exposure; cells stimulated with thapsigargin and PMA; inhibition, % at 10 µM; actives 0.66% (n = 360,000);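 active = inhibition above about 55%, limit read from the data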
ABHD5 PLIN5 PPI: ABHD5-PLIN5 interaction inhibitors, primary screen, cell lysate, split luciferase complementation, luminescence. actives 0.78% (n = 360,000). AID 602281, 2012. Perilipin-5 (Homo sapiens) + 1-acylglycerol-3-phosphate O-acyltransferase ABHD5 (Homo …. inhibition, % at 4 µM. Split G. princeps luciferase complementation, 4 h;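 active = inhibition above the mean inhibition across every tested compound plus 3 SD, cut at about 22% in these data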;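 also: 0% = DMSO only wells and the 100% control is not disclosed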
MC4R antagonist: MC4R antagonists of cAMP signaling, primary screen, cell-based, TR-FRET, antagonist arm of biased-ligand search; Melanocortin receptor 4 (Homo sapiens), P32245; MC4R-expressing cells, MTII-stimulated cAMP, LANCE TR-FRET; actives 0.48% (n = 360,000); inhibition, % at 6.5 µM; AID 540295, 2011;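 active = inhibition above its plate's cutoff, the mean of tested wells on that plate plus 3 SD, cut at about 29% in these data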;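 also: 0% = Melanotan II alone and 100% = Melanotan II plus saturating MCL0020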
Target sequence (P32245 whole entry, looked up): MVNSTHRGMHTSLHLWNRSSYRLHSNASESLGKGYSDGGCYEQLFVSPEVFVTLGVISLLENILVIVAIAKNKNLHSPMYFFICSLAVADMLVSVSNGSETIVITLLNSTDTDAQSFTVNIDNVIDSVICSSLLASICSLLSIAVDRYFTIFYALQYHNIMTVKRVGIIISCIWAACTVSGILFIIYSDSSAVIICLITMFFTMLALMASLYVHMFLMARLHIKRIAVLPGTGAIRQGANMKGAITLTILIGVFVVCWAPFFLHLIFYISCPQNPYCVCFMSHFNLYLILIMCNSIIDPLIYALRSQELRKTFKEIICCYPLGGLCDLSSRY
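System: U2OS cells stably expressing human melanocortin 4 receptor (MC4R). Reagent: Melanotan II challenge after compound preincubation. Doses: 6.5 µM. Times: 30-min compound, 1-h challenge, 1-h detection, room temperature. Measured by: TR-FRET with Eu-cAMP and labeled anti-cAMP, 671 nm. Replicates: singlicate.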
CaV13 FRET inh: Disruptors of the CACNA1D IQ motif to Ca2+-dependent inactivation inhibitor domain association, primary screening, Förster resonance energy transfer in intact living …; HEK cells, CFP/YFP FRET ICDI-IQ, plate reader, 10 min; percent FRET-ratio fall versus neutral wells; inhibition, % at 12.3 µM; actives 0.098% (n = 340,000);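 active = mean replicate inhibition of at least 30% and at least 1% of replicates passing that level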;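 also: 0% = median of the neutral control wells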
H9c2 protect: cardioprotection against H2O2-induced cell death, primary screen, uHTS, H9c2 cells, ATPLite luminescence. H9c2 cardiomyocytes, H2O2 injury protection, 2 h. actives 0.63% (n = 360,000). AID 588492, 2011. protection from H2O2 cell death, % at 20 µM;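 active = compounds giving at least 50% protection of heart cells from peroxide-induced death in the single-dose screen, raw or plate-pattern-corrected value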;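 also: 0% = DMSO wells with peroxide and 100% = DMSO wells without peroxide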
N-glyco inh: increase of ERlucT glycosylation luciferase signal, primary screen, N-linked glycosylation inhibitor project, D54 ERlucT cells, luminescence, set 2 | reporter increase, % at 12.5 µM | actives 0.23% (n = 360,000) | D54 ERlucT glycosylation luciferase reporter, 24 h; percent of 100 nM tunicamycin response;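 active = mean luciferase reporter signal, scaled so untreated is 0 and the glycosylation-blocking control 100, at or above a set limit in every replicate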;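 also: luciferase carries N-glycosylation sites so blocking glycosylation raises the light; 0% = median of neutral control wells and 100% = median of 100 nM tunicamycin wells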
ABCB6 inh 2: ABCB6 transporter inhibitors, primary screen, K562-ABCB6 cells, flow cytometry, MLPCN library; K562-ABCB6 porphyrin accumulation, 1 h; active compounds read low; actives 0.19% (n = 360,000); fluorescence ratio to DMSO, % at 10 µM; ATP-binding cassette sub-family B member 6 (Homo sapiens), Q9NP58;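 active = fluorescence ratio to DMSO below 75%, the collection mean minus 3 SD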;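 also: signal is porphyrin accumulated inside mitochondria; 100% equals median channel fluorescence of DMSO control wells; lower ratio means ABCB6 inhibition with less porphyrin fluorescence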
PDI inh: inhibitors of human PDI, primary screen, biochemical, turbidity, single point, plate reader; PDI insulin aggregation turbidity, A650, 90 min; AID 588391, 2011; actives 0.052% (n = 350,000); Protein disulfide-isomerase (Homo sapiens), P07237; inhibition, % at 10 µM;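 active = mean inhibition across replicates of 30% or more, whatever share of single replicates reach that level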;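 also: absorbance from insulin aggregation driven by PDI reduction with DTT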
MC4R barr agon: MC4R agonists recruiting beta-arrestin, primary screen, cell-based, luminescence, agonist arm of biased-ligand search; Melanocortin receptor 4 (Homo sapiens), P32245; U2OS MC4R beta-arrestin complementation; percent of melanotan II response, DMSO zero; activation, % at 8.9 µM; actives 0.98% (n = 360,000);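 active = activation above a per-plate cutoff, the mean activation of sample wells on that plate plus 3 SD, cut at about 8% in these data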
m5-HT2A agonist: mouse Htr2a agonists via beta-arrestin recruitment, primary screen, cell-based, luminescence; activation, % at 7.6 µM; AID 624169, 2012; 5-hydroxytryptamine receptor 2A (Mus musculus), P35363; CHO-K1 mHTR2A beta-arrestin complementation; percent of 30 µM serotonin response; actives 0.66% (n = 360,000);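 active = activation above a run cutoff, the mean activation of all tested compounds plus 3 SD, cut at about 14% in these data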;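 also: 0% = plate median of compound wells and 100% = 30 µM serotonin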
Target sequence (P35363 whole entry, looked up): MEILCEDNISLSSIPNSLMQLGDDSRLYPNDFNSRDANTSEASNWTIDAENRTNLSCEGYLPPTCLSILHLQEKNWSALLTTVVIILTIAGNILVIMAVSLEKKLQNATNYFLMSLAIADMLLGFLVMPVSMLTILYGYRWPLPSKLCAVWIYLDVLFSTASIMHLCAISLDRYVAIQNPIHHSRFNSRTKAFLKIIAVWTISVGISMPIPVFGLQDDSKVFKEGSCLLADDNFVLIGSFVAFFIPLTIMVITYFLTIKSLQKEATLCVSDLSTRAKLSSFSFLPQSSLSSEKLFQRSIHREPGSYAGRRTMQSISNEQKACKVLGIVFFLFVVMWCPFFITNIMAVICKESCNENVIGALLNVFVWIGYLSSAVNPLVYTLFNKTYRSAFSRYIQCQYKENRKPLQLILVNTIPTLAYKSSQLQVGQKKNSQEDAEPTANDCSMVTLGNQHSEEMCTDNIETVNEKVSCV
The depositor's hits bear a star; nt = not tested or not shown.

SMILES	Exocytosis inh	ABHD5 PLIN5 PPI	MC4R antagonist	CaV13 FRET inh	H9c2 protect	N-glyco inh	ABCB6 inh 2	PDI inh	MC4R barr agon	m5-HT2A agonist
O=C(CCNC(=O)c1ccccc1Cl)Nc1ccc(S(=O)(=O)Nc2nccs2)cc1	3.5	-3.8	-0.1	-6.0	-2.1	0.0	94.0	11.4	-0.1	0.8
O=C(c1cccs1)N1CCC(C(=O)N2CCN(Cc3ccc4c(c3)OCO4)CC2)CC1	-1.7	1.8	3.7	-4.7	0.0	2.9	109.0	1.8	-1.1	4.0
NC(=O)c1ccc(-n2nnnc2SCC(=O)c2ccc(O)c(O)c2)cc1	-0.5	7.1	-9.8	-1.9	4.0	-0.2	96.0	4.7	0.1	4.5
Cc1cc(C(F)(F)F)nc(-n2cc(-c3ccccc3)nn2)n1	-0.9	-3.6	2.4	8.4	11.1	3.1	88.0	-7.9	1.0	-5.0
COc1cc(/C=N/NC(=O)CCc2c(C)n[nH]c2C)ccc1O	0.8	2.2	-3.6	-5.7	0.9	3.9	94.0	7.9	2.9	2.2
COc1ccc(C(=Cc2cc(OC)c(OC)cc2[N+](=O)[O-])C(=O)O)cc1	2.0	-8.8	2.9	-8.5	6.5	2.0	99.0	-0.2	-1.3	1.7
COc1cccc(NC(=O)C(C)SCc2ccccc2)c1 (centres undefined)	7.5	-5.3	7.4	-2.6	-2.7	-3.8	99.0	-3.3	-2.3	-3.3
Cc1ccccc1NC(=O)Cc1nc(COC(=O)c2ncc(Cl)c(Cl)c2Cl)cs1	17.3	-4.9	-13.1	-5.7	-0.2	1.5	101.0	1.7	-6.7	13.0
O=C(NN1C(=O)C2C3CCC(O3)C2C1=O)c1ccco1 (centres undefined)	-1.8	0.3	4.6	-4.9	4.3	2.7	98.0	0.9	0.8	4.2
CC[C@]12c3[nH]c4cc(CCC(=O)N(C)C)ccc4c3CCN1C(=O)[C@@H](CC(=O)NCCN1CCOCC1)C[C@@H]2C(=O)N1CCN(C(=O)C2CC2)CC1	-1.7	1.1	3.0	-4.5	7.3	1.3	101.0	9.0	0.2	-3.9
Cc1oc(-c2ccccc2Cl)nc1CS(=O)CC(=O)N1CCN(c2ccccc2)CC1 (centres undefined)	1.0	-4.1	7.5	-4.1	0.4	5.3	97.0	3.9	-2.7	1.4
CCCCn1c(N)c(N(CC)C(=O)c2ccncc2)c(=O)[nH]c1=O	-0.2	4.5	3.0	-3.3	3.6	0.9	95.0	-8.9	-0.8	-4.0
COc1cc2c(C(=O)NCc3ccc4c(c3)OCO4)cn(CC(C)C)c(=O)c2cc1OC	0.3	-4.4	12.1	nt	18.9	0.0	86.0	-1.2	0.9	-0.4
O=C(Nc1ccccc1)OCCOc1cccc(Br)c1	11.9	-8.0	5.1	-3.3	-10.6	-1.0	97.0	-2.0	2.8	-1.3
CCCCCCN1CCN(C2CN(Cc3cn(Cc4ccccc4)nn3)S(=O)(=O)C2)CC1 (centres undefined)	3.0	4.3	nt	-4.6	nt	nt	99.0	nt	nt	0.0
O=C(C1CCC1)N1CCN(S(=O)(=O)c2ccc([N+](=O)[O-])cc2)CC1	1.3	-0.7	2.4	-1.6	-5.5	0.1	101.0	6.4	0.2	5.0
Cc1ccc(S(=O)(=O)CCC(=O)OCc2ccccc2F)cc1	2.6	-0.7	13.2	-3.4	-1.6	-1.0	93.0	-9.3	-1.1	1.0
CCCCN=C1CC(C)(C)CC(=O)/C1=C(/O)CCCN1C(=O)c2ccccc2C1=O	2.5	7.7	11.7	-6.2	-1.5	3.1	99.0	4.7	0.8	0.0
Cc1ccc(S(=O)(=O)NCc2n[nH]c(=S)n2C)cc1	-1.5	-4.7	8.5	-4.2	3.0	0.3	98.0	-4.6	-1.4	3.1
N#Cc1ccc(CN2CCN(C(=O)CNC(=O)Cc3cccc4ccccc34)CC2)cc1	-2.9	-5.8	0.2	-5.8	-9.9	-0.4	94.0	1.7	-4.4	1.8
COc1ccc(CNC(=O)C(c2ccncc2)N(C(=O)Cc2cccs2)c2ccccc2C)cc1 (centres undefined)	-5.1	-1.1	6.3	-5.0	16.0	-1.6	101.0	0.8	0.1	0.1
Cc1ccc(/C=C/C(=O)O)cc1S(=O)(=O)NCCCO	0.0	0.7	3.6	nt	4.9	1.1	102.0	-2.4	-0.8	-1.3
C/C(=N\NC(=O)NC1CCCCC1)C1CCCCC1	-5.7	7.4	8.4	-3.3	4.9	-0.1	101.0	-6.4	5.4	-4.7
CN(C)C(CNC(=O)C1CCN(S(=O)(=O)c2ccccc2C(F)(F)F)CC1)Cc1ccccc1 (centres undefined)	4.1	-4.0	-3.5	-6.3	3.9	-0.3	93.0	0.5	-2.5	-8.6
CN(c1ccc2nc3ccccc3c(=O)n2n1)C1CCCCC1	-1.1	5.6	14.3	-4.9	-29.8	-18.8	99.0	3.5	-1.6	1.4
CCN(CC)c1nc(NN)nc(Nc2ccc(C)c(Cl)c2)n1	-0.6	-1.4	11.4	-6.5	8.8	4.2	102.0	-0.9	-2.7	-8.3
CCc1ccc(N(C(=O)c2ccco2)C(C(=O)NC2CCCC2)c2cccnc2)cc1 (centres undefined)	4.8	-3.0	5.1	-4.0	-1.7	-0.3	98.0	0.9	-0.6	-8.7
CC1(C(=O)NCc2cccc(Cl)c2)Cc2c(-c3ccccc3)ccnc2O1 (centres undefined)	3.3	-2.3	5.9	-7.3	-1.3	0.8	99.0	6.4	-1.1	8.3
Cc1ccc(-c2nn3c(C)nnc3c3ccccc23)cc1S(=O)(=O)NCCN1CCOCC1	9.0	2.3	2.2	-6.4	-0.6	11.2	106.0	2.2	-1.0	4.0
CCOC(=O)C1CCCN(Cc2ccc(-c3ccccc3)cc2)C1 (centres undefined)	16.8	-7.1	-0.4	-3.2	-4.1	0.3	96.0	4.7	1.7	-5.4

By substructure: the entries above containing a nitro group on carbon.
SMILES	Exocytosis inh	ABHD5 PLIN5 PPI	MC4R antagonist	CaV13 FRET inh	H9c2 protect	N-glyco inh	ABCB6 inh 2	PDI inh	MC4R barr agon	m5-HT2A agonist
COc1ccc(C(=Cc2cc(OC)c(OC)cc2[N+](=O)[O-])C(=O)O)cc1	2.0	-8.8	2.9	-8.5	6.5	2.0	99.0	-0.2	-1.3	1.7
O=C(C1CCC1)N1CCN(S(=O)(=O)c2ccc([N+](=O)[O-])cc2)CC1	1.3	-0.7	2.4	-1.6	-5.5	0.1	101.0	6.4	0.2	5.0

The list goes on.
SMILES	Exocytosis inh	ABHD5 PLIN5 PPI	MC4R antagonist	CaV13 FRET inh	H9c2 protect	N-glyco inh	ABCB6 inh 2	PDI inh	MC4R barr agon	m5-HT2A agonist
CC1CCCC(C)N1C(=O)COc1ccc(-c2nnco2)cc1 (centres undefined)	-2.4	1.0	3.5	-4.1	5.4	-0.2	89.0	2.2	-0.7	-3.5
CC(=O)Nc1ccc(CNc2nc3cc(-c4ccc(F)cc4)sc3c(=O)n2C)cc1	1.9	2.8	20.2	-4.1	-18.6	-3.8	92.0	3.7	-1.4	-1.3
C[C@H](NC(=O)[C@@H]1CCCN1C(=O)[C@@H]1CCCN1C(=O)c1cccc(Cl)c1)c1ccccc1	-8.2	5.7	nt	-10.3	nt	nt	364.0	nt	nt	-1.2
Cc1ccc2c(C(=O)CN3CCCC3)c(C)[nH]c2c1	-1.7	4.0	2.2	-0.6	-3.1	-1.5	91.0	11.7	-1.1	-3.6
O=C(O)CCN1c2cccc3cccc(c23)S1(=O)=O	0.7	6.9	1.1	-5.0	-0.4	1.6	96.0	22.8	-2.7	-6.0
COc1ccc(-c2cnc(C(O)c3ccccc3)[nH]2)cc1 (centres undefined)	-0.8	0.7	0.5	-8.9	-3.4	-3.1	92.0	0.7	-1.8	0.2
COC(=O)[C@H]1C[C@H](C(=O)O)[C@@H](C)C1(C)C	-0.5	8.1	1.5	-15.6	6.0	0.0	96.0	0.3	0.5	7.1
CCC1SC(=Nc2cccc(C)c2)NC1=O (centres undefined)	-6.4	4.2	8.8	-5.3	3.4	1.8	95.0	0.3	0.9	3.3
CCCn1c(CCl)nc2cc(S(=O)(=O)N3CCOCC3)ccc21	7.6	7.7	12.4	-4.8	-0.7	1.8	100.0	1.3	-0.8	1.0
Cc1cc(C)n2nc(C(=O)N/N=C/c3ccc(O)cc3)nc2n1	0.7	-2.6	-4.5	-6.9	22.2	0.9	98.0	3.4	-2.5	-1.2
C/C(=N\NC(=O)C(=O)Nc1c(C)n(C)n(-c2ccccc2)c1=O)c1ccc(Cl)s1	-7.4	-5.5	-0.9	-14.3	-3.8	3.3	90.0	3.2	0.1	-2.9
CCn1ccnc1CNC(=O)CC1C(=O)NCCN1Cc1ccc(F)cc1Cl (centres undefined)	-5.7	9.3	4.7	-7.4	-0.8	2.6	92.0	11.3	2.7	4.5
O=C(CSc1ncn(-c2ccccc2)n1)Nc1nc2ccccc2s1	2.6	12.4	1.6	-7.9	4.4	-2.7	96.0	-5.2	0.8	-6.0
CC(=O)C1C(=O)c2c(cccc2[N+](=O)[O-])C1=Nc1cccc(Cl)c1 (centres undefined)	-0.9	-4.9	-2.8	-4.5	-3.1	0.9	97.0	1.2	0.1	-6.2
CC1(C(=O)NS(=O)(=O)c2cccc(Cl)c2)CCN1C(=O)CCc1ccc(Cl)cc1Cl (centres undefined)	0.4	7.9	3.7	-5.9	8.1	-0.4	96.0	-2.8	-2.4	0.5

Sorted by molecular weight (rising): 3 of the compounds above.
SMILES	Exocytosis inh	ABHD5 PLIN5 PPI	MC4R antagonist	CaV13 FRET inh	H9c2 protect	N-glyco inh	ABCB6 inh 2	PDI inh	MC4R barr agon	m5-HT2A agonist
Cc1ccc2c(C(=O)CN3CCCC3)c(C)[nH]c2c1	-1.7	4.0	2.2	-0.6	-3.1	-1.5	91.0	11.7	-1.1	-3.6
CC(=O)Nc1ccc(CNc2nc3cc(-c4ccc(F)cc4)sc3c(=O)n2C)cc1	1.9	2.8	20.2	-4.1	-18.6	-3.8	92.0	3.7	-1.4	-1.3
CC1(C(=O)NS(=O)(=O)c2cccc(Cl)c2)CCN1C(=O)CCc1ccc(Cl)cc1Cl (centres undefined)	0.4	7.9	3.7	-5.9	8.1	-0.4	96.0	-2.8	-2.4	0.5
